FBW7 act: activators of human E3 ligase FBW7. Q969H0. AlphaScreen FBW7–phospho-cyclin E peptide binding, activator screen. normalized activity (activation), % at 26.1 µM. actives 0.13% (n = 650,000). AID 1259310; in the data active = normalized activity above about 1.9%;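 also: purified mutant Fbw7 with reduced substrate affinity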
TEAD-YAP inh: TEAD-YAP interaction inhibition; actives 1.4% (n = 640,000); inhibition, % at 9.12 µM; HEK-TIYL cells, TEAD-Gal4/YAP UAS-luciferase luminescence; in the data active = inhibition above about 32%;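 also: 0% = median of test compound wells and 100% = reference inhibitor wells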
GPR151 activ: activates the human receptor GPR151. Q8TDV0. actives 1% (n = 650,000). activation, % at 11.2 µM. AID 1508602. PathHunter beta-arrestin GPR151 cells, luminescence; in the data active = activation above about 4.9%;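 also: 0% = median of compound wells and 100% = cells with positive control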
Target sequence (Q8TDV0 whole entry, looked up): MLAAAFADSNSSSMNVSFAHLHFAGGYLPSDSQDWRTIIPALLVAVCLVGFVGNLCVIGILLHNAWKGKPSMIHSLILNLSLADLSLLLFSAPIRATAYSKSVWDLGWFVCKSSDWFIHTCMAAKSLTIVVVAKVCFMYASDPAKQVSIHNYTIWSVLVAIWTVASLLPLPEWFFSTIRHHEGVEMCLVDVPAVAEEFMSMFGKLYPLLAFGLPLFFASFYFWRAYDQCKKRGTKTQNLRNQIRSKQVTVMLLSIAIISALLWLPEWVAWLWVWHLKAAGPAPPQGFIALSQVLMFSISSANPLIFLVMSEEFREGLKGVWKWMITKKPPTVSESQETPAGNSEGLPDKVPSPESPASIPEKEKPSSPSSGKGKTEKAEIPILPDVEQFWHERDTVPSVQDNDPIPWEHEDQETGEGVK
MITF primary: inhibitors of human MITF | AlphaScreen MITF homodimerization, bead proximity signal | AID 1259374 | inhibition, % at 2.6 µM | actives 0.91% (n = 650,000) | O75030; in the data active = inhibition above about 50%;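 also: 0% = vehicle wells with protein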
Target sequence (O75030 whole entry, looked up): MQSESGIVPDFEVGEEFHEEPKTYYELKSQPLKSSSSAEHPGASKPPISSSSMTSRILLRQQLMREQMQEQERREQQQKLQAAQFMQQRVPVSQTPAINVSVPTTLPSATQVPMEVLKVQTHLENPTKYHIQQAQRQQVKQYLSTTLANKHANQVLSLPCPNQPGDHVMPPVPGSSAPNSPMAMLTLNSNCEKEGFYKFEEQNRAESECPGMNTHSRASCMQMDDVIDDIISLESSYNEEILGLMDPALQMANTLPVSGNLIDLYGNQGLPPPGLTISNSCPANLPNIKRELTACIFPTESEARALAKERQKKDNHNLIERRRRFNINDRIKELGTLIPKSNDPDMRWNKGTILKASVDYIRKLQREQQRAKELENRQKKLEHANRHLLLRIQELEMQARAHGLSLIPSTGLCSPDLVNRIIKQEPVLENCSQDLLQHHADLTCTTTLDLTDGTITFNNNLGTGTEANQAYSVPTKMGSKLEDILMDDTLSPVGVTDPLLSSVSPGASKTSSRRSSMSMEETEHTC
Numbers without * were called inactive.

Structure	TEAD-YAP inh	GPR151 activ	FBW7 act	MITF primary
COc1ccc(-n2nnnc2SCC(=O)Nc2nc(-c3cccs3)cs2)cc1	-1	-1.8	-0.1	-5
CCOC(=O)c1oc2cc(O)ccc2c(=O)c1-c1ccccc1OC	7	0.8	0.0	12
O=[N+]([O-])c1cccc(CSc2nc(NCC3CCCO3)c3ccccc3n2)c1 (stereo not given)	-5	-1.1	-0.1	4
COCCn1nnnc1CN1CCc2nc(N3CCCCC3)[nH]c(=O)c2C1	-1	-1.0	0.1	-14
CCN(CC)C(=O)C1CCCN(Cc2cccc([N+](=O)[O-])c2)C1 (stereo not given)	5	3.0	-0.1	40
COCCCNC(=O)c1cc(Nc2ccc(C)c(C)c2)nc2ccccc12	-17	0.2	0.3	-6
CC(=O)NNC(=O)c1[nH]c2ccc(Br)cc2c1-c1ccccc1	-2	-0.5	0.0	5
Cc1occc1C(=O)NCc1ccncc1	-8	0.1	0.0	18
O=C(Nn1cnnc1)c1cc(Br)ccc1Cl	-6	-0.1	0.1	0
N#C/C(=N\Nc1ccc2c(c1)OCCO2)c1nc2ccccc2s1	-9	-2.1	0.1	6
CCC1(C)CC(C(=O)c2ccc(OC)cc2)CCO1 (stereo not given)	3	1.0	-0.1	-7
CC1CCN(Cc2nnnn2CCCC(=O)NCC(C)(C)N2CCOCC2)CC1	3	-1.1	-0.1	2
O=[N+]([O-])c1ccc2c(c1)N([O-])C1(CCCCC1)[N+]2=O	-1	0.3	0.0	14
CCOC(=O)CS(=O)(=O)c1ccc(C(=O)N2CCN(c3ccccc3)CC2)cc1[N+](=O)[O-]	-19	-2.0	0.1	-11
O=C(Cc1ccccc1)N/N=C/c1ccc2cccnc2c1	-40	-1.5	0.4	8
COc1ccccc1Cc1noc(/C=C/c2ccc(C)cc2)n1	-10	-0.3	0.0	-17
COC(=O)c1ccc2c(c1)N(Cc1ccc(NC(C)=O)cc1)C(=O)C(F)(F)O2	1	-1.5	-0.2	-9
Cc1ccc(NC(=O)CSc2nnc(-c3cccs3)n2-c2ccccc2)cc1	4	2.0	0.5	22
CC1CCN(C(NC(=O)c2ccco2)C(=O)c2ccccc2)CC1 (stereo not given)	-1	0.2	0.0	10
CCCCCCOc1ccc(/C=N/Nc2nnc(C)c(=O)[nH]2)cc1OC	-4	0.4	0.1	15
COc1ccc2cc(-c3nnc(Nc4ccc(C)cc4)s3)c(=O)oc2c1	0	1.5	0.0	-11
Cc1nn(-c2ccccc2)c2sc(C(=O)Nc3ccc(F)cc3)cc12	-2	-0.9	0.2	-10
CC1=C(C(=O)N2CCCC(CCC(=O)N3CCN(c4ccccn4)CC3)C2)OCCO1 (stereo not given)	-3	-0.5	-0.1	8
Nc1nc2ccc(-c3nc4ccccc4o3)cc2s1	-17	1.2	0.1	6
CCc1cccc(NC(=O)C2CCN(c3nn4c(=O)cc(C)nc4s3)CC2)c1	-7	-0.4	0.0	8
COc1ccc(NC(=O)CCc2nc3cccnc3n2-c2ccccc2)cc1OC	1	-0.6	0.0	-3
COc1ccc(CCNC(=O)c2cc(N3CCC(N4CCOCC4)CC3)nc3ccccc23)cc1	-2	-1.5	0.1	-14
CC(C)[C@@H](O)C(=O)N1CCC[C@@H]1C(=O)Nc1ccc2[nH]ncc2c1	8	-0.7	0.0	8
OCCN(CCO)Cc1ccc(Br)cc1	3	-0.4	-0.1	12
CCOc1cc(/C=C2/C(=N)N3N=C(CC)SC3=NC2=O)cc(Br)c1OCCOc1cc(C)ccc1C(C)C	-23	1.7	0.0	1
CCCN(CCC)CCCNC(=O)c1cnn2c(C)c(Cc3ccccc3)c(C)nc12	-7	0.5	-0.4	-4
COc1ccc(-n2c(SC)nc3c(c2=O)C2(CCCC2)Cc2ccccc2-3)cc1	11	-0.4	-0.1	0
CCOc1cc(C2Nc3ccccc3NC3=C2C(=O)CC(c2ccc(OC)c(OC)c2)C3)cc(Br)c1OC (stereo not given)	0	-0.5	-0.2	-2
CC(=O)C1=NN(c2ccccc2)C(c2cccs2)N1C(C)(C)C (stereo not given)	9	-0.2	0.5	0
OCC1OC(Oc2ccccc2Cl)C(O)C(O)C1O (stereo not given)	-6	0.1	0.2	5
Cc1cc2ccccc2nc1SCC(=O)NC(C)(C)C	-15	0.2	0.0	24
CCCC1NC(=S)NC(C)=C1C(C)=O (stereo not given)	-3	1.8	-0.1	-2
COc1ccc(CCS(=O)(=O)NCC2(CO)CC2)cc1	-10	-1.1	-0.2	6
Cc1nc(N2CCC(C)CC2)c2c(C)c(C(=O)Nc3cc(F)ccc3C)sc2n1	-6	0.8	-0.2	9
Cc1ccc(S(=O)(=O)N(CC(=O)N2CCCCCC2)C2CCCCC2)cc1	-7	-2.0	0.0	-11
O=C1N[C@H](CO)C(=O)N2CCN(Cc3ccccc3F)C[C@H]12	6	-0.1	0.6	10
CCN1CCN(C(=O)CN(c2ccc(OC)cc2)S(=O)(=O)c2ccccc2)CC1	-1	1.0	-0.2	-5
CC1CN(C(=O)c2ccc(Cl)c([N+](=O)[O-])c2)CC(C)O1 (stereo not given)	0	-0.1	-0.2	4
O=C(NC1(C(F)(F)F)C(=O)Nc2c1c(=O)[nH]c(=O)n2-c1ccc(F)cc1)c1cccnc1 (stereo not given)	9	-0.8	-0.1	-3
CC1CCCC(C)N1C(=O)Cn1cc(C#N)c2ccccc21 (stereo not given)	-3	1.3	0.2	-8
COc1ccc(Br)cc1C(=O)Nc1ccccc1[N+](=O)[O-]	0	-0.8	-0.3	-2
COc1ccc(NC(=O)c2cc3ccccc3cc2O)cc1	-57	0.0	0.1	-2
COc1ccc(C2CC(c3ccc(Cl)cc3)Nc3ncnn32)cc1 (stereo not given)	3	-1.1	-0.1	5
CCCOC(=O)Nc1ccccc1C(=O)O	0	-1.1	0.2	8
COc1ccc(CN2CCc3nnc(C(NS(C)(=O)=O)C(C)C)n3CC2)c(C)c1C (stereo not given)	-4	-0.4	0.0	5
COc1ccccc1-c1ccc(=O)n(CC(=O)Nc2cccc(O)c2)n1	-2	-0.1	-0.2	-6
Oc1ccc(NC(=S)NCCc2ccccc2)cc1	-65	-1.4	-0.1	-15
CCc1cccc(CC)c1N1C(=O)C2C3C=CC(C4CC34)C2C1=O (stereo not given)	4	-0.3	-0.1	-4
COc1ccccc1NC(=O)/C(C#N)=C/c1cc(Br)cs1	-10	1.5	0.3	9
COCOc1ccccc1C1=NOC(C(=O)Nc2cnn(-c3cccc(C(=O)NCCN4CCOCC4)c3)c2)C1 (stereo not given)	-1	0.7	0.8	-6
O=C(NCC1CCCO1)c1ccc2c(c1)NC(=O)C(CS(=O)(=O)Cc1ccccc1Cl)N2 (stereo not given)	2	-0.1	-0.1	-9
COc1ccc2oc(=O)c(-c3csc(N)n3)cc2c1	-38	-7.2	0.0	0
O=C(c1ccc(Cl)cc1Cl)N1CCC(C(=O)N2CCCC2)CC1	11	-0.6	0.0	-5
CCN(CC)S(=O)(=O)c1ccc(C(=O)N2CCN=C2SCc2ccc(F)cc2)cc1	4	0.8	0.2	5
Cc1ccc(S(=O)(=O)/N=C2/NC(=O)CS2)cc1	-3	1.3	-0.1	-11

(continued)
Structure	TEAD-YAP inh	GPR151 activ	FBW7 act	MITF primary
CC(C)(C)c1ccc(C(=O)Oc2cc(N)n(S(=O)(=O)c3ccccc3)n2)cc1	8	2.0	0.3	9
N#C/C(=C\c1ccccc1)c1nc(-c2cc3c(ccc4ccccc43)oc2=O)cs1	1	-1.3	0.1	47
OC(COc1ccc2ccccc2c1)Cn1ccnc1 (stereo not given)	-6	0.0	-0.3	-4
O=C(CCc1ccccc1)Nc1ccc(Oc2ccc3c(c2)C(=O)NC3=O)cc1	52*	0.4	0.0	-3
COc1ccc(-c2ccc(N3CCN(C(=O)c4c(F)cccc4F)CC3)nn2)cc1	-12	2.3	0.3	1
CCc1c(C)c(C#N)c2nc3ccccc3n2c1-n1ccnc1	-19	2.4	2.1*	11
O=c1c2c(nc3nc(-c4cccnc4)[nH]n13)CCC2	3	0.9	0.1	9
CCOC(=O)c1c(NC(=O)/C(C#N)=C/c2ccco2)sc2c1CCC(C)C2 (stereo not given)	-1	-2.3	0.2	-10
Cn1ncc2c1/C(=C/c1ccc(Cl)cc1)CC2	55*	-9.7	0.1	8
CCn1c(C)c(C(C)=O)cc(C#N)c1=O	-7	-0.3	0.1	1
O=C(O)CCCN1C(=O)/C(=C/c2c(F)cccc2Cl)SC1=S	60*	1.7	0.1	-4
Cc1cc(Nc2cccc([N+](=O)[O-])c2)nc(-c2ccccc2O)n1	-4	-0.3	-0.1	1
CS(=O)(=O)N(CC(=O)NCc1ccc(Cl)cc1)c1ccc(Oc2ccccc2)cc1	5	-1.3	0.0	4
CC(=O)OCC(=O)[C@@]1(O)CCC2C3CCC4=CC(=O)C=CC4(C)C3[C@@H](O)C[C@@]21C (stereo not given in full)	0	-1.9	0.2	4
COc1cc(C=O)ccc1OC(=O)c1cccc(I)c1	8	-1.3	-1.0	17
COc1ccc(-c2nnc(SCC(=O)Nc3ccc(C(C)=O)cc3)nc2-c2ccc(OC)cc2)cc1	-10	-1.2	0.2	15
Cc1ccc(F)cc1NC(=O)Cn1cnc2c(sc3cccc(F)c32)c1=O	14	-1.2	0.1	-7
CCCN(CCC)CC(O)COc1ccc(C(=O)CC)cc1 (stereo not given)	2	4.4	0.0	4
COc1ccc(C2=NN3C(C2)c2ccccc2OC32CCN(C)CC2)cc1 (stereo not given)	-51	-1.7	1.1	17
CCCCOc1ccc(C(=O)Nc2ccc3nc(SCC(=O)NC(C)c4ccccc4)sc3c2)cc1 (stereo not given)	-8	1.5	0.0	3
CN1C(=O)/C(=C\c2nc3ccccc3c(=O)n2C)c2ccccc21	-1	0.2	0.0	5
Cc1[nH]nc2c1C(c1occc1C(C)(C)C)C(C#N)=C(N)S2 (stereo not given)	7	1.6	-0.1	-8
O=C(CSc1nc2ccccc2s1)Nc1ccc2[nH]c(=O)[nH]c2c1	3	-0.4	0.2	6
NNC(=O)c1ccc(C(=O)NN)o1	8	-0.3	0.0	-1
CCOC(=O)c1c(C)c(C(=O)NC2CCCCC2)c(C)n1C	2	0.4	-0.1	10
Cc1ccc(C)c(OCCSc2nnc(C)c(=O)[nH]2)c1	12	1.9	-0.1	6
COc1cccc(C2C3CC(C(C)(C)C)CC=C3C(C#N)=C(N)C2(C#N)C#N)c1O (stereo not given)	9	-1.6	0.1	1
COc1ccc(-c2csc(NC(=O)c3cccc(Oc4ccccc4)c3)n2)c(OC)c1	7	-0.3	0.0	-5
c1ccc(OCCNc2nc(Nc3ccc(-n4ccnc4)cc3)nc3c2ncn3-c2ccccc2)cc1	5	0.6	0.0	10
Fc1ccc(CNc2c(-c3cccs3)nc3cnccn23)cc1	-21	0.2	0.0	-8

In a second layout: results already given
canonical_smiles: Cc1[nH]nc2c1C(c1occc1C(C)(C)C)C(C#N)=C(N)S2 (stereo not given)
  TEAD-YAP inh = 7; GPR151 activ = 1.6; FBW7 act = -0.1; MITF primary = -8
canonical_smiles: O=C(CSc1nc2ccccc2s1)Nc1ccc2[nH]c(=O)[nH]c2c1
  TEAD-YAP inh = 3; GPR151 activ = -0.4; FBW7 act = 0.2; MITF primary = 6
canonical_smiles: NNC(=O)c1ccc(C(=O)NN)o1
  TEAD-YAP inh = 8; GPR151 activ = -0.3; FBW7 act = 0.0; MITF primary = -1
canonical_smiles: CCOC(=O)c1c(C)c(C(=O)NC2CCCCC2)c(C)n1C
  TEAD-YAP inh = 2; GPR151 activ = 0.4; FBW7 act = -0.1; MITF primary = 10

New compounds follow.
Structure	TEAD-YAP inh	GPR151 activ	FBW7 act	MITF primary
COC(=O)c1ccccc1NC(=O)CN(c1ccc(Cl)cc1)S(C)(=O)=O	-8	-0.1	-0.2	-3
COc1ccc(Br)cc1C1SCCN1S(=O)(=O)c1ccc(Cl)cc1 (stereo not given)	0	0.4	-0.1	-1
O=C(Cc1cn(-c2ccc(NCCN3CCOCC3)nn2)c2ccccc12)NC1CCN(Cc2ccccc2)CC1	2	0.2	0.1	11
CCOCCn1c(=NC(=O)c2cc(C)nn2CC)sc2cc(NC(C)=O)ccc21	0	0.7	0.2	2
CCCNC(=O)Cn1nc(C)c2sc3ccccc3c2c1=O	-4	0.1	0.1	11
Cc1nc(C)n(-c2ccc(Nc3nccc(-c4ccc5ccccc5c4)n3)cc2)n1	27	-0.4	1.0	17
OCC1CCCN1c1nc(NCc2ccccc2)c2ncn(Cc3ccc(C(F)(F)F)cc3)c2n1 (stereo not given)	10	-1.4	0.1	10
CCOc1ccc(N=C2NNC(C)=C(C(=O)N(C)C)S2)cc1	-3	-0.1	-0.1	7
COc1cc(OC)c(OC)cc1/C=C/c1nc2cc3ccccc3cc2c(=O)n1-c1ccc(OC)c(OC)c1	4	-1.3	0.1	10

3 compounds out of the list, arranged by SMILES length, largest number first:
Structure	TEAD-YAP inh	GPR151 activ	FBW7 act	MITF primary
OCC1CCCN1c1nc(NCc2ccccc2)c2ncn(Cc3ccc(C(F)(F)F)cc3)c2n1 (stereo not given)	10	-1.4	0.1	10
Cc1nc(C)n(-c2ccc(Nc3nccc(-c4ccc5ccccc5c4)n3)cc2)n1	27	-0.4	1.0	17
CCOc1ccc(N=C2NNC(C)=C(C(=O)N(C)C)S2)cc1	-3	-0.1	-0.1	7
